Bioassay records deposited in PubChem by Broad Institute.
NSD2 HMT inh: blocks human histone methyltransferase NSD2. inhibition, % at 12.5 µM. O96028. actives 0.54% (n = 310,000). NSD2 peptide methylation, AlphaScreen, 120 min; in the data active means inhibition above about 50%
Target sequence (O96028 whole entry, looked up): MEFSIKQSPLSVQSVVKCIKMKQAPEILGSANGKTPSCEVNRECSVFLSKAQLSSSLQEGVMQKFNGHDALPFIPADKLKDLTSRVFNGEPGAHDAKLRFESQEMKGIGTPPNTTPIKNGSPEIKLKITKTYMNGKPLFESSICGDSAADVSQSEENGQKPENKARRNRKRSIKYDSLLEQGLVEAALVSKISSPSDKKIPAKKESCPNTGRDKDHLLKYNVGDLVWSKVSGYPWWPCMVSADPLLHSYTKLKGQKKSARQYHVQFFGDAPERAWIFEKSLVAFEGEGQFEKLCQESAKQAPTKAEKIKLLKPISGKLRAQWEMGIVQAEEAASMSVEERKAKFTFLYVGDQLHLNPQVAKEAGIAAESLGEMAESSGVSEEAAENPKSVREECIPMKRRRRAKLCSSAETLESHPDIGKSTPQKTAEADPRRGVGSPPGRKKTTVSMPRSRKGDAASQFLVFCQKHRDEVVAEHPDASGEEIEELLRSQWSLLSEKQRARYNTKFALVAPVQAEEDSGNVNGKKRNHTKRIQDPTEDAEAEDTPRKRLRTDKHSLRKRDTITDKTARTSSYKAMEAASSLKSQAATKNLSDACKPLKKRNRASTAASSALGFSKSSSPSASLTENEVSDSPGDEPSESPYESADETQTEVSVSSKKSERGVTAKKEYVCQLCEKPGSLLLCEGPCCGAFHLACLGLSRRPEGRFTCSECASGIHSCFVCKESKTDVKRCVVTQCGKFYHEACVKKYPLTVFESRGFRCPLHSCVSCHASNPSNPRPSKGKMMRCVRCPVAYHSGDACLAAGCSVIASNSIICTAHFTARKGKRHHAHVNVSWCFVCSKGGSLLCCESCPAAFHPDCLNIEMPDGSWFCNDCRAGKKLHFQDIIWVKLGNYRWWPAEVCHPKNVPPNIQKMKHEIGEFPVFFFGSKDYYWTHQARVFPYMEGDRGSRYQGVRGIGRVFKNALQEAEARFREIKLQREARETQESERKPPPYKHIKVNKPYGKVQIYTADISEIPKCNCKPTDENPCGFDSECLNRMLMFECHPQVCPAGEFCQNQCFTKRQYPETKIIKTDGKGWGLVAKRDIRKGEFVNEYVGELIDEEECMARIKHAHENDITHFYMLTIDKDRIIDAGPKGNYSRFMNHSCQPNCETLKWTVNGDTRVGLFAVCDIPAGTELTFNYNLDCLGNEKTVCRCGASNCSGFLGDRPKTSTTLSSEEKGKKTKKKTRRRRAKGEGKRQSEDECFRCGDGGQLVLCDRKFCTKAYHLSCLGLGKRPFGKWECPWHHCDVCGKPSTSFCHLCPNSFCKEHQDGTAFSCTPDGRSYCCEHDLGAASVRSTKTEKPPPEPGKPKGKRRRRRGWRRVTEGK
* marks the source's active call; other numbers are inactive results.

cpd	compound	NSD2 HMT inh
1	COc1cccc(NC(=O)C2(C)CCCN2C(=O)C(C)C)c1OC (stereo not drawn)	-4
2	C=Cc1ccc(CC2(C)C(=O)Nc3c(Cl)cccc32)cc1 (stereo not drawn)	4
3	COc1ccccc1CNC(=O)C1(C)CCCCN1C (stereo not drawn)	-2
4	OC[C@@H]1CN(Cc2cccs2)C[C@H](n2cnc3c(N4CCN(c5ccccc5)CC4)ncnc32)O1	3
5	COc1cc(CN2C[C@@H](CO)O[C@@H](n3cnc4c(N(C)C)ncnc43)C2)cc(OC)c1OC	-1
6	O=C(Nc1ccc2c(c1)OCO2)c1cc(C2CCCCN2C(=O)c2ccccc2)on1 (stereo not drawn)	-1
7	Cc1cc(C(=O)N2CCC2(C)C(=O)Nc2cc(C(C)(C)C)nn2C)nn1C (stereo not drawn)	-2
8	CC(C)(C(=O)N1CCC1(C)C(=O)NS(=O)(=O)c1cccc(C#N)c1)c1ccccc1 (stereo not drawn)	3
9	COc1ccc(CNC(=O)c2ccc(-c3c(C)noc3C)c3ccoc23)cc1OC	-1
10	O=C(NCc1ccc(F)cc1)c1cc(C2CCCCN2S(=O)(=O)Cc2ccccc2)on1 (stereo not drawn)	-2
11	CCCCN(C)C(=O)c1ccc(Nc2nc(C(N)Cc3ccc(C(F)(F)F)cc3)cs2)nc1 (stereo not drawn)	1
12	Clc1ccc(-c2nnc(SCc3cccc4ccccc34)n2Cc2ccco2)cc1	-1
13	COc1ccc(C(O)c2nc(-c3ccc(C)c(C)c3)cs2)cc1 (stereo not drawn)	-2
14	Cc1ccc(OCC(=O)NNC(=O)c2cc(S(=O)(=O)N(C)C)ccc2N2CCCC2)cc1	-3
15	COc1ccc(C2Nc3ccccc3C(=O)N2Cc2ccc(C)o2)cc1COc1c(C)cccc1C (stereo not drawn)	-1
16	COc1ccc(CC(N)c2csc(Nc3ccc(C(=O)c4ccccc4)cc3)n2)cc1 (stereo not drawn)	-3
17	CCCNC(=O)c1cc(C2CCCCN2C(=O)CCc2ccccc2)on1 (stereo not drawn)	-2
18	COc1cccc(C(O)c2nc(-c3cccc(C(C)C)c3)cs2)c1 (stereo not drawn)	-7
19	OC(Cc1cccc(Br)c1)c1ncc(-c2ccccc2C(F)(F)F)[nH]1 (stereo not drawn)	2
20	Cc1ccccc1NC(=O)Cn1nnc(-c2ccccc2F)n1	-1
21	Cc1ccc(-c2nnc(NC(=O)COc3ccc(F)cc3Cl)o2)cc1C	-1
22	CCc1nc2ccc(C(=O)Nc3ccc4c(c3)OCC(=O)N4)cn2c1N(C)C(=O)Cc1ccccc1	10
23	CS(=O)(=O)Nc1cccc(NC(=O)c2ccc(-c3ccc(F)c(F)c3)c3ccoc23)c1	-1
24	CC(C)NC(=O)c1cc(C2CCCCN2C(=O)c2ccccc2)on1 (stereo not drawn)	-1
25	CC(C)(C)c1ccc(S(=O)(=O)NC(=O)C2(C)CCN2C(=O)Cc2ccc(Cl)cc2Cl)cc1 (stereo not drawn)	-2
26	CC(=O)NC(c1ccccc1)c1nc(-c2ccc(Cl)cc2)cs1 (stereo not drawn)	0
27	S=C1NCN(CC2CC2)CN1	-1
28	CCNC(=O)C1(C)CCN(C(=O)c2ccc(OC)cc2)C1 (stereo not drawn)	-2
29	CCc1ccccc1NC(=O)c1cc(C)nn1-c1ccccc1	-6
30	Cc1ccc(-c2cc(C(=O)NN=Cc3ccc(-c4ccccc4)cc3)[nH]n2)cc1C	0
31	COC(=O)c1cn(C(=O)c2ccc3c(c2)OCO3)c2ccccc12	-1
32	CCCCN(C)C(=O)c1oc(=O)c2ccccc2c1-c1ccc(C)cc1	-6
33	Cc1cc(C(=O)NN=Cc2ccccc2C(=O)O)n[nH]1	-9
34	COc1nc(OC)nc(N2CCC(C(=O)NCc3cccc(OC)c3OC)CC2)n1	0
35	CCC(C)NS(=O)(=O)c1ccc2[nH]c(=O)oc2c1 (stereo not drawn)	-2
36	N#CCS(=O)(=O)c1cccc[n+]1[O-]	-6
37	CC(C)NC(=O)Cn1c(-c2cncs2)nc2ccccc21	-1
38	CCCNC(=O)C1(C)CCCN(C(=O)c2ccc(OC)cc2OC)C1 (stereo not drawn)	-2
39	O=C(Nc1ccc(C(=O)O)cc1)/C(=C\c1ccc([N+](=O)[O-])cc1)NC(=O)c1ccco1	3
40	COc1ccccc1C(=O)NCC(=O)N(C)Cc1nc2ccccc2c(=O)[nH]1	-8
41	CN1C(=O)c2ccccc2CC12c1ccccc1C(=O)N2C (stereo not drawn)	-1
42	CC(C)CC(N)c1csc(NC(=O)C(c2ccccc2)c2ccccc2)n1 (stereo not drawn)	3
43	COc1ccccc1-c1cnc(C(O)c2ccccc2)[nH]1 (stereo not drawn)	3
44	Cc1ccc(NC(=O)[C@@H]2O[C@H](CO)[C@@H](O)[C@H]2O)cc1C(F)(F)F	4
45	O=C1C=CC(n2cc(F)c(=O)[nH]c2=O)O1 (stereo not drawn)	-1

Quoted at random: 3 entries already listed, in no set order.
cpd	compound	NSD2 HMT inh
42	CC(C)CC(N)c1csc(NC(=O)C(c2ccccc2)c2ccccc2)n1 (stereo not drawn)	3
37	CC(C)NC(=O)Cn1c(-c2cncs2)nc2ccccc21	-1
40	COc1ccccc1C(=O)NCC(=O)N(C)Cc1nc2ccccc2c(=O)[nH]1	-8

Later entries
cpd	compound	NSD2 HMT inh
46	OCC1OC(n2cnc3c(N4CCCC4)ncnc32)C(O)C1O (stereo not drawn)	-8
47	CC1(C(=O)NS(=O)(=O)c2ccccc2OC(F)(F)F)CCN1C(=O)Cc1ccccc1 (stereo not drawn)	-2
48	COc1ccc(Br)cc1C=NNS(=O)(=O)c1ccc(C)cc1	-3
49	COCCN(C(=O)CSc1nnc(C(F)(F)F)n1C)c1c(N)n(CC(C)C)c(=O)[nH]c1=O	1
50	CC(=O)NC(c1ccc(F)c(F)c1)c1nc(-c2ccccc2C)cs1 (stereo not drawn)	0
51	COCCNC(=O)C1(C)CCCN(C(=O)c2cccnc2SC)C1 (stereo not drawn)	-1
52	COC(=O)C1=C(C)N(Cc2ccccc2C(F)(F)F)C(=NCc2ccc3c(c2)OCO3)NC1c1ccc(Cl)cc1 (stereo not drawn)	-1
53	Cc1ccc(Nc2nc(NCc3cccs3)nc3ccsc23)c(C)c1	-2
54	Cc1ccccc1C(=O)NC1CC2CCCC(C1)N2Cc1ccccc1Cl (stereo not drawn)	-4
55	Cc1cccc(Nc2cc(=O)n(C)c(=O)n2C)c1	16
56	CNc1ccc2ncc(-c3ccccc3NC(C)=O)n2n1	-2
57	COC(=O)/C=C1\OCc2cc(OC)c(OCc3ccccc3)cc21	19
58	Cc1cccc(Cl)c1NC(=O)N(C)c1ccccc1	-3
59	C[C@H]1[C@@H](NCc2cccs2)CC[C@@]23CCCN2C(=O)CCC[C@@H]13	4
60	Cc1ccc2ccccc2c1C(O)c1ncc(-c2ccccc2Cl)[nH]1 (stereo not drawn)	1
61	CCn1c2ccccc2c2cc(NC(=O)COC(=O)c3ccc(F)cc3F)ccc21	-2
62	CCCNC(=O)c1cc(C2CCCCN2C(=O)c2cc(C(C)(C)C)nn2C)on1 (stereo not drawn)	4
63	CC(C)CNC(=O)C1(C)CCCN1Cc1ccccc1OC(F)F (stereo not drawn)	-3
64	O=C(COC(=O)COc1ccc(Cl)cc1Br)NC1CCCC1	-1
65	O=C(OCC#CCSc1nnc(-c2cccc3ccccc23)o1)c1csc2ccccc12	-3
66	CCC(=O)N1CCCC(C)(C(=O)NS(=O)(=O)c2ccccc2Cl)C1 (stereo not drawn)	-5
67	OCCN1CCN(c2ncnc3c2ncn3[C@H]2CN(Cc3ccccc3)C[C@@H](CO)O2)CC1	1
68	O=S(=O)(c1ccc(CN2CCOCCOCCN(Cc3ccc(S(=O)(=O)C(F)(F)F)cc3)CCOCC2)cc1)C(F)(F)F	-3
69	CCCCN(C)c1c(C)nc2ccc(C(=O)NCc3ccc4c(c3)OCO4)cn12	2
70	S=c1[nH]nc(-c2cc(-c3ccccc3)n[nH]2)n1N=Cc1c[nH]c2ccccc12	0
71	CCC(=O)N1CCCC1(C)C(=O)Nc1ccc(OC(F)F)cc1 (stereo not drawn)	-2
72	O=C(NCc1ccc(F)cc1)c1cc(C2CCCCN2S(=O)(=O)c2cccs2)on1 (stereo not drawn)	-5
73	Cc1ccc2c(NC(=O)C3CC3)c(C)ccc2n1	-1
74	CC1(C(=O)Nc2ccc(Cl)c(Cl)c2)CCN1C(=O)C1CCCCC1 (stereo not drawn)	-3
75	CCCS(=O)(=O)NC(=O)C1(C)CCN(C(=O)c2cccc(C(F)(F)F)c2)C1 (stereo not drawn)	-3
76	O=C(COC(=O)Cc1ccc(Cl)cc1Cl)NCc1ccccc1	-2
77	CCc1nc2ccc(C(=O)NCc3cccs3)cn2c1N(CC)Cc1cccc(Br)c1	0
78	COc1cc(Nc2ccn3nc(-c4ccccc4Cl)cc3n2)cc(OC)c1OC	1
79	CC(C)C[C@H](NC1(C(=O)NC2CCCCC2)CCC1)C(=O)NCC(c1ccccc1)c1ccccc1	0
80	CSc1ccccc1C(=O)OCC(=O)NC1CCCCCCC1	-1
81	CCOC(=O)N1CCN(S(=O)(=O)N2CCCC(C(=O)NCc3cc(OC)ccc3OC)C2)CC1 (stereo not drawn)	-1
82	CCc1nc2ccc(C(=O)NCCOc3ccc(OC)cc3)cn2c1N(CC)CCOC	-2
83	CC(=O)Nc1cc(-c2cccc(C(=O)N(C)C)c2)cn2c(-c3ccc(C(C)=O)cc3)cnc12	2
84	Cc1noc(C)c1S(=O)(=O)NC(=O)C1(C)CCN1C(=O)CC(c1ccccc1)c1ccccc1 (stereo not drawn)	0
85	COc1ccc(-n2nnnc2CNC(=O)C2CC(=O)N(c3ccc(F)cc3)C2)cc1 (stereo not drawn)	-4
86	COc1cc2c3cc1Oc1cc(ccc1O)C[C@@H]1c4c(cc(OC)c(O)c4Oc4ccc(cc4)C[C@@H]3N(C)CC2)CC[N+]1(C)C	9
87	O=C(OCC(=O)c1ccc[nH]1)c1ccc(S(=O)(=O)C(F)F)cc1	8
88	COc1ccc(NC(=O)c2cc(C3CCCCN3S(C)(=O)=O)on2)c(C)c1 (stereo not drawn)	1
89	COc1ccc(C(C#N)=Cc2ccc(N(C)CCC#N)cc2)cc1	-1
90	CC(NCc1ccco1)C(=O)N1CCN(c2ccc(F)cc2)CC1 (stereo not drawn)	3
91	COc1ccc(NC(=O)COC(=O)c2c(C)noc2C)cc1Cl	1
92	O=C(NCc1ccc(F)c(F)c1)C1CCC(CNS(=O)(=O)c2cccc3cccnc23)CC1 (stereo not drawn)	-2
93	COc1ccc(Cl)cc1S(=O)(=O)NC(C)C(=O)NCCCN1CCOCC1 (stereo not drawn)	-1
94	CC1(C)NC(=O)N(CCC(=O)Nc2ccc(C(C)(C)C)cc2)C1=O	-2
95	COc1ccc(S(=O)(=O)N2CCN(C(=O)c3ccccc3Cc3ccccc3)CC2)cc1OC	0
96	COCCNC(=O)C1(C)CCCN(C(=O)c2ccccc2OC(F)(F)F)C1 (stereo not drawn)	0
97	O=C(NCCOc1ccccc1)C1CCN(C(=O)Nc2ccccc2)CC1	0
98	CCCNC(=O)C1(C)CCCN(Cc2ccc(Oc3ccccc3)cc2)C1 (stereo not drawn)	-6
99	Cc1ccc(-n2c(Cc3cccs3)nnc2SCc2ccc([N+](=O)[O-])cc2)cc1	4
100	COC(=O)c1ccc(CC2(C)C(=O)Nc3ccc(OC(F)(F)F)cc32)o1 (stereo not drawn)	0
101	CC(=O)Nc1cc(-c2cccc(C)c2)cn2c(-c3ccc(S(C)(=O)=O)cc3)cnc12	18
102	CC1(C(=O)NS(=O)(=O)c2cccc(C#N)c2)CCN1C(=O)Cc1ccc(-c2ccccc2)cc1 (stereo not drawn)	4
103	CSc1ccc(NC(=O)C2(C)CCN2C(=O)Cc2ccc(C(C)(C)C)cc2)cc1 (stereo not drawn)	1
104	CCCNC(=O)C1(C)CCN(Cc2ccc(OCc3ccccc3)cc2)C1 (stereo not drawn)	2
105	COc1cccc(CNc2nc3cc(-c4cnn(Cc5ccccc5)c4)sc3c(=O)n2C)c1	-2

Reformatted field by field: four of the compounds above
(99) Cc1ccc(-n2c(Cc3cccs3)nnc2SCc2ccc([N+](=O)[O-])cc2)cc1
  NSD2 HMT inh = 4
(96) COCCNC(=O)C1(C)CCCN(C(=O)c2ccccc2OC(F)(F)F)C1 (stereo not drawn)
  NSD2 HMT inh = 0
(103) CSc1ccc(NC(=O)C2(C)CCN2C(=O)Cc2ccc(C(C)(C)C)cc2)cc1 (stereo not drawn)
  NSD2 HMT inh = 1
(98) CCCNC(=O)C1(C)CCCN(Cc2ccc(Oc3ccccc3)cc2)C1 (stereo not drawn)
  NSD2 HMT inh = -6

(cont.)
cpd	compound	NSD2 HMT inh
106	CC(O)(c1cccc(F)c1)c1nc(-c2ccncc2)cs1 (stereo not drawn)	-2
107	COc1ccc(CC(N)c2csc(NC(=O)Nc3ccc(OC)cc3)n2)cc1 (stereo not drawn)	0
108	COCc1ccc(C(=O)N2CCCC(N(C)CCc3ccccc3)C2)s1 (stereo not drawn)	3
109	COc1ccc(CN2C[C@@H](CO)O[C@@H](n3cnc4c(NCCO)ncnc43)C2)cc1	-3
110	CN(CC(=O)Nc1ccc(F)c(F)c1F)C(=O)CCN1C(=O)C2CC=CCC2C1=O (stereo not drawn)	-1
111	O=C(CCCN1C(=O)/C(=C/c2ccc(F)cc2)SC1=S)Nc1ccc(C(=O)O)cc1	-1
112	CCNC(=O)C1CCCN(C(=O)c2ccc(OC(F)F)cc2)CC1 (stereo not drawn)	-1
113	CC(=O)OC1CCC2C3CCc4cc(OP(=O)(N5CC5)N5CC5)ccc4C3CCC12C (stereo not drawn)	-1
114	CCc1nc2ccc(C(=O)NCCc3c[nH]c4ccccc34)cn2c1N(C)Cc1nccn1C	9
115	Cc1cc(C(C)(C)C)cc(CN2CCN(S(=O)(=O)c3cccs3)CC2)c1O	-4

Some of the compounds tested (hit frequency here may not be typical).
